C-LANA FP = inhibitors of KSHV C-LANA binding to DNA, primary screen, biochemical, fluorescence polarization, FAM-LBS DNA, MBP-C-LANA, single point | AID 504423, 2011 | inhibition, % at 9 µM | 340,000 tested, 0.078% active | Kaposi's sarcoma herpesvirus LANA C-terminal domain (residues 932-1162) DNA binding;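 active means highest replicate inhibition at or above 60% at 9 µM, even if other replicates fall short; inactive means all replicates below 60% inhibition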;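 further: 0% = neutral control wells and 100% = 4 µM acridine orange control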
V-ATPase pH = regulators of yeast V-ATPase proton pumping, primary screen, pHLuorin cytosolic pH fluorescence. S. cerevisiae. AID 504577, 2011. response, % at 10 µM. 350,000 tested, 0.37% active; in the data active means response mostly above about 7.3%, no sharp cut-off; inactive means mostly below about 5.4%; further: actives read high; inactives centre near 0; some compounds called inactive have numbers as strong as hits; reference of the scale not given here
OPRM1-OPRD1 inv = inverse agonists of MOR-DOR heterodimerization, primary screen, cell-based, luminescence; inhibition, % at 9.3 µM; 340,000 tested, 0.21% active; cell-based MOR-DOR heterodimer luminescence, inverse agonism; in the data active means inhibition above about 22%, passing the limit was not always enough;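 further: 0% = cells with DMSO and 100% = wells without cells with DMSO; values of inactives mirror those of a sister screen read the other way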
cardiac RTF act = cardiac RTF calcium sensitivity activators, primary screen, biochemical, IANBD-TnC fluorescence, EC20 calcium. Troponin I, cardiac muscle (Homo sapiens) + Troponin T, cardiac muscle (Homo sapiens) + …. IANBD-labeled TnC RTF fluorescence at EC20 calcium; 0% EC20 calcium, 100% full calcium. activation, % at 7.2 µM. 340,000 tested, 0.24% active. AID 493008, 2010;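 active means activation above the mean over all tested compounds plus 3 SD, cut at about 30% in these data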;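 further: rise in fluorescence read as greater calcium sensitivity of cardiac thin filaments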
RTF Ca sens inh = cardiac RTF calcium sensitivity inhibitors, primary screen, biochemical, IANBD-TnC fluorescence, EC70 calcium. IANBD-labeled cardiac RTF, Ca2+ fluorescence. 340,000 tested, 0.12% active. inhibition, % at 7.15 µM;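 active means inhibition above the mean inhibition of all tested compounds plus 3 SD, cut at about 17% in these data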;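 further: assay run at fixed EC70 calcium of 1.6 mM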
Keap1-Nrf2 PPI = Keap1-Nrf2 protein-protein interaction inhibitors, primary screen, biochemical, fluorescence polarization, single point. AID 504523, 2011. Kelch-like ECH-associated protein 1 (Homo sapiens), Q14145. 340,000 tested, 0.15% active. inhibition, % at 9.4 µM. Keap1 Kelch-Nrf2 peptide fluorescence polarization, 1536-well; in the data active means inhibition above about 12%;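 further: human Keap1 Kelch domain with fluorescein labeled Nrf2 9mer peptide probe; 0% = neutral control wells and 100% = peptide positive control; higher means more block of Keap1 binding to Nrf2 peptide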
Target sequence (Q14145 whole entry, looked up, the tested form may be a part): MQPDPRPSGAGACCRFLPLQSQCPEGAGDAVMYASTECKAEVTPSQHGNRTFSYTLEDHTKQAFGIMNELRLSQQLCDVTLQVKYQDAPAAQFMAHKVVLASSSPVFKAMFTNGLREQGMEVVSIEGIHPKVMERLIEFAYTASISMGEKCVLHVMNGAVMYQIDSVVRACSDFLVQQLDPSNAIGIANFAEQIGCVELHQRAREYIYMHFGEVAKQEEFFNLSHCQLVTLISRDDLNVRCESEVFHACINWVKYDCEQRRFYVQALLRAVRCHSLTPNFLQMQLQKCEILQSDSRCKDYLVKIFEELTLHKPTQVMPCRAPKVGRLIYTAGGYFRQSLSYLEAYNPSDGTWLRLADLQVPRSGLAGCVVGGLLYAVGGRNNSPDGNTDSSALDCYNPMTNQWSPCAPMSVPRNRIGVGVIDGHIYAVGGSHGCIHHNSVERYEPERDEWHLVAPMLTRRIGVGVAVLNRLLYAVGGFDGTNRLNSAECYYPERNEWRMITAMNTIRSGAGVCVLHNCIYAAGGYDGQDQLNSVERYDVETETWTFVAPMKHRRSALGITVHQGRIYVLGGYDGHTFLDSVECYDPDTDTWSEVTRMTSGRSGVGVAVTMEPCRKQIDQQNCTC
Wnt act = Wnt/beta-catenin pathway activators, primary screen, cell-based, plate reader, single point; Wnt/beta-catenin reporter cell assay, activator; activation, % at 9.35 µM; 300,000 tested, 1.2% active; AID 743398, 2014; in the data active means activation above about 30%, passing the limit was not always enough;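 further: 0% = neutral control wells and 100% = positive control wells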
Arr AP2 block = inhibitors of beta-arrestin/AP2 binding, primary screen, biochemical, GPCR trafficking, flow cytometry. beta-arrestin 1 C-terminal peptide binding to AP2 beta2-adaptin appendage (human). FITC-arrestin peptide / GST-AP2 beads; AP2 beta2 appendage carries R879A mutation. inhibition, % at 10 µM. 340,000 tested, 0.31% active. AID 504490, 2011;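 active means inhibition above a set limit, near 3 SD of compounds lacking own fluorescence, cut at about 54% in these data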;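 further: plate controls were DMSO wells for no effect and 5 µM unlabelled arrestin peptide for full effect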
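System: GST-AP2 R879A glutathione beads | Also added: FITC-arrestin peptide, 50 nM | Times: 12 min plus 1 h, RT | Signal: Bead flow cytometry, FITC channel | Buffer or medium: PBS with 0.05% Tween 20 and 0.1% BSA | Read-out basis: Percent drop in bead-associated FITC signal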
OPRM1-OPRD1 ag = agonists of OPRM1-OPRD1 heterodimerization, primary screen, cell-based, luminescence. cells. activation, % at 9.3 µM. 340,000 tested, 0.3% active. AID 504326, 2011; in the data active means activation above about 18%;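 further: 0% = vehicle-treated cells and 100% = reference agonist; values of inactives mirror those of a sister screen read the other way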
DSG3 Ab inh = inhibitors of pemphigus antibody binding to DSG3, primary screen, biochemical, bead-based, flow cytometry, scFv-GFP; Desmoglein-3 (Homo sapiens), P32926; DSG3-coupled beads, scFv-anti-DSG3-GFP binding; hits give low values; binding (percent of control), % at 10 µM; 310,000 tested, 0.48% active; AID 588358, 2011;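 active means binding more than 3 SD below its plate's average and above zero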;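 further: hits lower antibody fragment binding to DSG3; some compounds called inactive have numbers as strong as hits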
* marks the source's active call; other numbers are inactive results; x = not tested or not shown. No enrichment for hits; 3.1% or so of the library scored in one or more.

SMILES	C-LANA FP	V-ATPase pH	OPRM1-OPRD1 inv	cardiac RTF act	RTF Ca sens inh	Keap1-Nrf2 PPI	Wnt act	Arr AP2 block	OPRM1-OPRD1 ag	DSG3 Ab inh
Cc1ccc2c(c1)NC(=O)C(CC(=O)NCc1cccnc1)O2 (centres undefined)	0.2	-1	14	5	2	-5	-4	2	-2.8	102
Cc1ccc(S(=O)(=O)c2nc(-c3ccco3)oc2NCC2CCCO2)cc1 (centres undefined)	1.4	0	11	3	1	-2	x	13	-2.1	102
Cc1ccc(-c2nnc(NC(=O)CCS(=O)(=O)c3ccccc3)o2)c(C)c1	-0.1	-1	2	8	-5	-4	-2	-4	-0.4	102
CC(C)/C=N/Nc1nc(-c2ccc(Br)cc2)cs1	1.4	7	-3	7	-16	-3	-1	-2	0.6	79
Cc1c(OC(C)C(=O)NCC2CCC(C(=O)O)CC2)ccc2c1oc(=O)c1ccccc12 (centres undefined)	0.6	3	15	7	-7	-4	-2	-3	-3.0	x
CCOC(=O)c1c(CN(C)C)oc2cc(CN(C)C)c(O)c(CSc3ccccc3)c12	0.2	5	4	8	-11	-4	-2	8	-0.7	100
COc1cc(CN2CCN(Cc3cn(C)c4ccccc34)CC2CCO)cc(OC)c1 (centres undefined)	0.6	0	7	3	-2	-1	1	-3	-1.4	111
CCOC(=O)c1cc(CC)sc1/N=C/C1C(=O)CC(C)(C)CC1=O	1.1	-3	-11	6	1	-6	x	11	2.1	x
COC(=O)c1nc(NC(=O)c2ccccc2)n[nH]1	-1.3	5	5	0	-12	-30	x	0	-1.0	105
CCCCn1c(N)c(N(CCC(C)C)C(=O)c2sc3nc4n(c(=O)c3c2C)CCC4)c(=O)[nH]c1=O	-2.3	0	6	3	2	-9	-1	-12	-1.8	110
Fc1ccc(F)c(C2=NNC(=Nc3ccccc3F)SC2)c1	3.4	2	14	0	-5	0	1	1	-2.6	113
COc1ccc(/C=C(\C#N)C(=O)OCC(=O)NCc2ccccc2OC)cc1	2.1	-3	16	1	-12	-2	-1	-4	-2.4	102
CC(/C=C/c1ccccc1F)=N\NC(=O)C(C)C	-0.3	-1	-6	1	-10	1	x	9	1.4	101
CC(=O)NC1C(OCc2ccccc2)OC(CO)C(OC(C)=O)C1OC(C)=O (centres undefined)	0.7	0	7	7	-3	-3	36*	-16	-1.3	104
Cc1nn(CC#N)c(=O)n1-c1ccc(Cl)cc1	0.0	1	18	-5	-13	-6	-2	5	-3.7	100
CCOC(=O)CN(C)C(=O)CCc1nnc(-c2ccc(-c3ccccc3)cc2)o1	1.3	1	8	2	-12	2	3	25	-1.7	97
COC(=O)c1cc(OC)c(OC)cc1NC(=O)c1ccc(OC)cc1	-1.3	0	15	-7	3	0	x	-1	-2.7	93
O=C(CCCSc1nc2sc3c(c2c(=O)[nH]1)CCC3)NCCO	0.6	-2	11	-2	-3	-1	x	-6	-2.7	x
CC(=O)Nc1ccc(C(=O)NCCCOC(C)C)cc1	-1.0	0	3	5	11	-3	1	12	-0.5	109
CC(C)N(CCNC(=O)COc1ccc2oc3c(c2c1)CCCC3)C(C)C	0.1	4	14	-3	-2	-1	-1	30	-2.6	121
Cc1cc(=O)oc(C)c1C(=O)NCC(C)NC(=O)c1c(C)cc(=O)oc1C (centres undefined)	0.4	-1	-4	3	-1	7	x	11	0.8	110
CC(C)OC(=O)Cn1c(=O)oc2ccccc21	0.5	-2	24	2	-12	-4	x	11	-4.5	x
CCOC(=O)Cc1nnc(NC(=O)CSc2nc3ccccc3[nH]2)s1	0.9	2	8	-1	-4	-3	1	35	-1.6	91
C/C(=N\NC(=O)CCn1nc(C)cc1C)C(C)(C)C	1.6	2	8	4	-11	2	-1	-5	-1.2	98
Cc1ccc2cc3cc(C(=O)N4CCN(Cc5ccccc5)CC4)sc3nc2c1	-1.2	0	12	-2	-3	1	3	28	-2.0	104

No new results follow: an excerpt of the list.
SMILES	C-LANA FP	V-ATPase pH	OPRM1-OPRD1 inv	cardiac RTF act	RTF Ca sens inh	Keap1-Nrf2 PPI	Wnt act	Arr AP2 block	OPRM1-OPRD1 ag	DSG3 Ab inh
COC(=O)c1cc(OC)c(OC)cc1NC(=O)c1ccc(OC)cc1	-1.3	0	15	-7	3	0	x	-1	-2.7	93
O=C(CCCSc1nc2sc3c(c2c(=O)[nH]1)CCC3)NCCO	0.6	-2	11	-2	-3	-1	x	-6	-2.7	x
CC(=O)Nc1ccc(C(=O)NCCCOC(C)C)cc1	-1.0	0	3	5	11	-3	1	12	-0.5	109
CC(C)N(CCNC(=O)COc1ccc2oc3c(c2c1)CCCC3)C(C)C	0.1	4	14	-3	-2	-1	-1	30	-2.6	121
Cc1cc(=O)oc(C)c1C(=O)NCC(C)NC(=O)c1c(C)cc(=O)oc1C (centres undefined)	0.4	-1	-4	3	-1	7	x	11	0.8	110
CC(C)OC(=O)Cn1c(=O)oc2ccccc21	0.5	-2	24	2	-12	-4	x	11	-4.5	x
CCOC(=O)Cc1nnc(NC(=O)CSc2nc3ccccc3[nH]2)s1	0.9	2	8	-1	-4	-3	1	35	-1.6	91
C/C(=N\NC(=O)CCn1nc(C)cc1C)C(C)(C)C	1.6	2	8	4	-11	2	-1	-5	-1.2	98
Cc1ccc2cc3cc(C(=O)N4CCN(Cc5ccccc5)CC4)sc3nc2c1	-1.2	0	12	-2	-3	1	3	28	-2.0	104

Next section.
SMILES	C-LANA FP	V-ATPase pH	OPRM1-OPRD1 inv	cardiac RTF act	RTF Ca sens inh	Keap1-Nrf2 PPI	Wnt act	Arr AP2 block	OPRM1-OPRD1 ag	DSG3 Ab inh
COc1ccc([N+](=O)[O-])cc1NC(=O)CSc1nc(C)c(C)c(C)n1	0.5	0	15	6	-11	-7	x	-16	-2.9	102
COc1ccc(Cl)cc1NC(=O)C(C)N1CCN(C/C=C/c2ccccc2)CC1 (centres undefined)	2.0	1	-14	5	-4	2	x	21	2.7	104
CC(=O)Nc1ccc2c(c1)CCCC2	-0.7	-2	-4	-2	-4	-5	0	18	0.8	121
CCCOc1cc(N)ccc1C(=O)OCCN(CC)CC	1.4	-6	16	5	12	-4	-3	-3	-2.9	x
Cc1cc(C)c(NC(=S)N2CCCC2C(=O)O)c(C)c1 (centres undefined)	-1.9	-2	-3	-5	11	-5	-2	-6	0.5	78
O=C1c2ccccc2C(=O)N1/N=C/c1ccc(Oc2ccc([N+](=O)[O-])cn2)cc1	-1.9	-2	6	3	4	-2	-2	11	-1.4	92
COC(=O)CN(c1ccccc1C)S(C)(=O)=O	0.0	-4	7	5	-10	3	-1	5	-1.4	102
COC(=O)Cn1c(C(=O)N2CCCC2)cc2c1C[C@H]1CN(C(=O)c3ccccc3)[C@@](Cc3ccc(F)cc3)(C(=O)OC)[C@@H]21	-0.9	4	-7	-4	-7	-7	-5	13	1.2	101
CN(C)c1ccc(S(=O)(=O)c2ccc(Cl)cc2)cc1	-0.6	-7	-29	1	8	-3	2	-8	4.8	104
O=C(CSc1ccc(-c2cccc([N+](=O)[O-])c2)nn1)N1CCCC1	-1.2	-4	12	1	-2	-1	-1	3	-2.6	107
CC1CCCC(NC(=O)COC(=O)CCC(=O)c2ccc(F)cc2)C1C (centres undefined)	0.8	-3	11	3	3	3	1	6	-2.1	89
COCCn1c(SCC(=O)NCC2CCCO2)nc2c(c1=O)SCC2 (centres undefined)	-0.2	1	12	1	-16	-3	1	0	-2.4	99
Cc1ccccc1NC(=O)c1ccccc1NC(=O)CCC(=O)O	-1.0	4	2	4	-2	-4	-2	-8	-0.3	114
Cc1ccc(CNCC2CCCO2)s1 (centres undefined)	1.1	4	3	2	1	0	-3	-1	-0.6	98
Cc1cc(C)nc(NS(=O)(=O)c2ccc(NC(=O)CCC3COc4ccccc4O3)cc2)n1 (centres undefined)	-1.3	1	10	-3	-2	-3	x	7	-2.3	107
C=C1CC2C(=O)N(Cc3cc(OC)ccc3OC)C(C(=O)OCC)(C(=O)OCC)C1N2C(=O)OC(C)(C)C (centres undefined)	-0.6	-2	9	0	-2	-7	-5	0	-1.6	104
O=S(=O)(Nc1ccc(Cl)cc1)c1ccc(N2CCOCC2)c(NC(=S)NC2CC2)c1	-0.6	1	2	0	-7	-2	-1	10	-0.4	97
COc1ccc(C(=O)NNC(=O)c2ccc3ccccc3n2)cc1	-1.1	3	3	-5	-3	-1	1	46	-0.8	111
CC1(c2nnc(-c3cccc(Cl)c3)o2)CC(c2ccc(C#N)cc2)=NO1 (centres undefined)	0.3	-2	16	-12	-6	-1	-2	42	-2.7	99
CN(C)S(=O)(=O)c1cccc(CNCC2COc3ccccc3O2)c1 (centres undefined)	1.7	5	4	-3	-3	-5	-3	12	-0.9	113
COCCn1cc(C(=O)c2ccccc2OCC(=O)Nc2cc(C)on2)cc(C#N)c1=O	-0.3	0	13	6	0	-4	x	4	-2.2	118
COc1ccccc1-n1c(CNC(=O)c2cccc([N+](=O)[O-])c2C)n[nH]c1=S	-1.7	-2	6	0	7	3	-1	15	-1.2	98
O=C(NCc1nnc(SCC(=O)N2CCOCC2)o1)c1c(F)cccc1F	1.3	-3	5	-1	-4	-2	8	5	-0.9	x
COc1ccc(OC)c(/C=C(\C)C(=O)c2c(C)cc(C)[nH]c2=O)c1	2.1	0	6	-2	-9	-2	-1	6	-1.2	104
COc1cc(C(=O)Nc2scc(-c3ccccc3)c2C(=O)O)cc(OC)c1OC	4.2	2	13	0	3	0	2	10	-2.6	117
COc1ccc(-n2c(-c3ccccc3)nnc2-c2ccc(Cl)cc2)cc1	0.2	-11	-20	-7	8	-5	0	6	3.4	108
O=C(COc1ccccc1Cl)Nc1ccccc1C(=O)Nc1cccc(C(=O)O)c1	-0.3	1	4	-2	-7	3	2	33	-0.9	105

Assay outcomes from PubChem BioAssay.
